# G9a block – blocks human histone lysine methyltransferase G9a. Q96KQ7. G9a H3K9 monomethylation, AlphaScreen, 2 h. Potency, µM (top dose mostly 102 µM), inactives show at the top dose activity, negative = inhibition, hits mostly inhibitors. 350,000 compounds, 8.8% hits. AID 504332; also: potency is read from the fitted curve at half-maximal effect; % is scaled to controls: 0 for no effect and ±100 for the full control effect; nearly all actives have a fitted effect of over 75% in size
#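 Signal arises when biotinylated H3K9 peptide, once monomethylated, bridges streptavidin donor and antibody-captured acceptor beads. Enzyme at 20 nM was preincubated 15 min with test compounds; peptide 500 nM and SAM 20 uM then reacted for 2 h.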
# PI4K2A inh – blocks human PI4K2A kinase activity; activity change, negative = inhibition, % at 76.9 µM; 420,000 compounds, 0.13% hits; purified PI4K2A, ADP-Glo luminescence, 1 h; active compounds read low; AID 1346378; Q9BTU6; in the data active = activity change below about -50%; inconclusive = mostly about -30% to -49%;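 also: -100% = wells without enzyme as full effect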
#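 In this quantitative HTS, ADP production by PI4K2A was quantified luminescently after 1 h at ambient temperature; 100 microM adenosine served as plate-quality control.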
# GLS inh – inhibitors of human glutaminase (GLS). O94925. GLS enzymatic activity, qHTS titration. Potency, µM (doses to about 45.5 µM), inactives show at the top dose activity change, negative = inhibition, most hits filed as inhibitors. 410,000 compounds, 0.21% hits. AID 624170; also: potency is read from the fitted curve at half-maximal effect; % is scaled to controls: 0 for no effect and ±100 for the full control effect
#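 Human kidney-isoform GLS in 45 mM KH2PO4 pH 8.2, 0.02% Tween-20, with compound, started with 1mM L-Glutamine (added stock). Glutamate oxidase/HRP/Amplex red coupled fluorescence read at start and after 30 min at RT.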
# BAZ2B block – blocks human BAZ2B. AlphaScreen BAZ2B-H3K14Ac peptide displacement. 360,000 compounds, 4.4% hits. Q9UIF8. Potency, µM (highest dose often 114 µM), inactives show at the top dose activity change, negative = inhibition, usual class: inhibitors; also: potency is read from the fitted curve at half-maximal effect; % is scaled to controls: 0 for no effect and ±100 for the full control effect; nearly all actives have a fitted effect of over 60% in size
# Target sequence (Q9UIF8 whole entry, looked up): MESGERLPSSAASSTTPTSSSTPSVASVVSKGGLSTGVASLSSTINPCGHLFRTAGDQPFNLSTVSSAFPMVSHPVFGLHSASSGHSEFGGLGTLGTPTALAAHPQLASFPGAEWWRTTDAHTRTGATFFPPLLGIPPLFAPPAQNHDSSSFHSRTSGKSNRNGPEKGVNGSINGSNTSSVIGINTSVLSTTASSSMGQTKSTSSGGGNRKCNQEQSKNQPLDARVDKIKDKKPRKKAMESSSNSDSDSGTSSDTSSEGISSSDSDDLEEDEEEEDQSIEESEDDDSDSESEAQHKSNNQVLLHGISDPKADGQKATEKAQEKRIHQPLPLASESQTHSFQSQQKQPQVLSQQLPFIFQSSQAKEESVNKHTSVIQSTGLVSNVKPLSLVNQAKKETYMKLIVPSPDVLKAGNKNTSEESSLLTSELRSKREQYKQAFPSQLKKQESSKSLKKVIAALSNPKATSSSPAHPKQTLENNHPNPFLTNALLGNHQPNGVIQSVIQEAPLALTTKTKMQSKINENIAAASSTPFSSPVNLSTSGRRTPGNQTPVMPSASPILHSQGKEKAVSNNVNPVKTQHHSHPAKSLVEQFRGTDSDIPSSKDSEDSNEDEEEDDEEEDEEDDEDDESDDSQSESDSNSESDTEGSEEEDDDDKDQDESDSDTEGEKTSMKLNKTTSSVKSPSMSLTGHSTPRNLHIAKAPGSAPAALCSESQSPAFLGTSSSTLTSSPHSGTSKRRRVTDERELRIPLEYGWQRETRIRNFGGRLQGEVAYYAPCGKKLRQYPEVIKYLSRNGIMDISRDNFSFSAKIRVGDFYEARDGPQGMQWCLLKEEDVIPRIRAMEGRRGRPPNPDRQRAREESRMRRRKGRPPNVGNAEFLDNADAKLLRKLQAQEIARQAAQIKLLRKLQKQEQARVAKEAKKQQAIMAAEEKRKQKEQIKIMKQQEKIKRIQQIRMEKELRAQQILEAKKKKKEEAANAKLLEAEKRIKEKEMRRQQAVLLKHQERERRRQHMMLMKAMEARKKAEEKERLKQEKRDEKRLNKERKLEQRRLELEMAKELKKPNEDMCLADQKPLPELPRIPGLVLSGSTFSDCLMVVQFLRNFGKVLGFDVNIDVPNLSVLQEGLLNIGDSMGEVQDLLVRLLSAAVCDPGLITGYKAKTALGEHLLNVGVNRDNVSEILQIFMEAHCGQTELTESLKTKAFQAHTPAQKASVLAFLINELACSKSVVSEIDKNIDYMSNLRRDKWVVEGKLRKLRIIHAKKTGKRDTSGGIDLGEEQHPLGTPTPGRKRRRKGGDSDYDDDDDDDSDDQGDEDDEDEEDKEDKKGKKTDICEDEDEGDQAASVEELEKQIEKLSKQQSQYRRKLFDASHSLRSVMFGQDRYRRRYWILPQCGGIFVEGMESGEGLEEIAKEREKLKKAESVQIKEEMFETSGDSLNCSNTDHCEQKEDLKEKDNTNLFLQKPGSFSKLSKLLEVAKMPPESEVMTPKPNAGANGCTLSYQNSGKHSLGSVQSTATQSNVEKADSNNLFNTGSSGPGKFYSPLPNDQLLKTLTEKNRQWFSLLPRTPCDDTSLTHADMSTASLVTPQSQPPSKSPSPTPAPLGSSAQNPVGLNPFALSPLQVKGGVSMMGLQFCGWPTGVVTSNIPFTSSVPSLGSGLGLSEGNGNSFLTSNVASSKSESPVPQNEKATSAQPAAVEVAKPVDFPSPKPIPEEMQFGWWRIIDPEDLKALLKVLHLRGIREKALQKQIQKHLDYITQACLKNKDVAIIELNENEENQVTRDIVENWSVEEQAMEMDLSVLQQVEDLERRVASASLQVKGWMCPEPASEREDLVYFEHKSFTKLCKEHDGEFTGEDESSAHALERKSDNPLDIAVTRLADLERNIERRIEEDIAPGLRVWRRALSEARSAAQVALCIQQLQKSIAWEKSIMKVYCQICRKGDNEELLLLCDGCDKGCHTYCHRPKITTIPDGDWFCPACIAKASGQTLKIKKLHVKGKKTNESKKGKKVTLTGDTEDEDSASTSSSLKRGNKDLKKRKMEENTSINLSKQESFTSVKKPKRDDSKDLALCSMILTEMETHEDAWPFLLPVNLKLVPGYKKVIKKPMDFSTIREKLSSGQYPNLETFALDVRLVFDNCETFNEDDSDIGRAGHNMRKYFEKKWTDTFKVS
#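 Protein-peptide AlphaScreen: BAZ2B 50 nM, b-H3K14Ac 50 nM, 1x PBS pH 7.4 + 0.01% Tween-20. Preincubation 30 min RT; cpd 30 min RT (top 110 uM); beads 20 min RT, light-protected.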
# HP1b chromo inh – HP1-beta chromodomain-methylated histone interaction inhibition | Potency, µM (doses to about 114 µM), for the others: top-dose activity change, negative = inhibition, hits mostly inhibitors | AlphaScreen HP1-beta / biotin-H3K9me3 peptide binding | 390,000 compounds, 0.56% hits | P83916; also: potency is read from the fitted curve at half-maximal effect; nearly all actives have a fitted effect of over 70% in size; inactives centre near 23
#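 HP1-beta protein (50 nM final) preincubated 30 min at room temperature with biotinylated H3(1-18)K9me3 peptide (50 nM) in PBS pH 7.4, 0.01% Tween-20, then compound added for 30 min. AlphaScreen streptavidin donor/nickel chelate acceptor beads (10 ug/mL final), 30 min dark, luminescence read.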
# ERG Ets-DNA blk – ERG Ets/DNA interaction inhibition; fluorescence polarization, His-ERG Ets domain / labelled DNA; Potency, µM (highest dose often 76.9 µM), for the others: at the top dose FP activity, negative = inhibition, actives largely listed as inhibitors; 370,000 compounds, 0.028% hits; P11308; active = well fitted inhibition curve with a large enough effect in the polarisation, with a control signal flat; inconclusive = small, poorly fitted or top-dose-only effect, or effect the other way, or a change in a side signal; inactive = no such curve, though single readings can be large or run the other way; the % refers to the polarisation;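 also: polarization taken with two DNA probes labelled with fluorescein and Texas red; potency is read from the fitted curve at half-maximal effect; % of control where 0% means no effect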
#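 His-tagged ERG Ets domain (1 uM in the protein solution; 300mM KCl, 50mM Tris-HCl, 1mM EDTA, 1mM DTT, pH 7.5) received compound, then a probe mix of 5 nM fluorescein-DNA and 100nM Texas-615-DNA. Fluorescence polarization was read for both dyes.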
# 12-LOX inh – inhibitors of human 12S-lipoxygenase ALOX12; purified 12hLO, xylenol orange hydroperoxide absorbance; P18054; Potency, µM (top dose mostly 108 µM), for the others: top-dose activity change, negative = inhibition, most hits filed as inhibitors; 580,000 compounds, 1.1% hits; also: potency is read from the fitted curve at half-maximal effect; % is scaled to controls: 0 for no effect and ±100 for the full control effect
#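 Purified human 12hLO (150 nM final) in 25 mM Hepes, 0.01% Triton X-100, pH 7.0 was preincubated 15 min at room temperature with compound. Then 40 uM arachidonic acid was added, 30 min. Hydroperoxide was read by Fe-XO absorbance ratio 573/405 nm.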
# JMJD2A Tudor – blocks the human JMJD2A Tudor domain | AlphaScreen JMJD2A-Tudor / H3K4me3 peptide binding | Potency, µM (titrated, usually from 114 µM), without a hit: at the top dose activity change, negative = inhibition, actives largely listed as inhibitors | 390,000 compounds, 4.4% hits; also: potency is read from the fitted curve at half-maximal effect; % is scaled to controls: 0 for no effect and ±100 for the full control effect; nearly all actives have a fitted effect of over 50% in size
# RGS4 inh – blocks human RGS4-accelerated GTP hydrolysis. P49798. Transcreener GDP fluorescence polarization, RGS4-accelerated GTP hydrolysis. Potency, µM (series often up to 114 µM), without a hit: top-dose activity change, negative = inhibition, usual class: inhibitors. 390,000 compounds, 0.039% hits; also: potency is read from the fitted curve at half-maximal effect; % is scaled to controls: 0 for no effect and ±100 for the full control effect; nearly all actives have a fitted effect of over 75% in size; some results filed as inactive show a strong effect at the top dose
#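 MLSMR compounds (23 nl, pin-transferred) preincubated 10 min at room temperature with a 500nM (2x) first reagent, then RGS4 at 900nM (2x) plus Transcreener GDP mix added; fluorescence polarization (620/688 nm) read before and after 90 min at 30 °C.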
# An asterisk follows results filed as active; ? = inconclusive; / = no result given; & = joins results of further samples; [ ] = dose if it differs, or a comment. Unless noted, calls follow the shape of the dose curve; as a rule, active = well fitted curve in the direction sought with a large enough effect; inconclusive = small, poorly fitted or top-dose-only effect, or another doubt; inactive = no such curve, though single readings can be large; an effect the other way counts as inactive or inconclusive. The list is partial (hit frequency here may not be typical).
SMILES,G9a block,PI4K2A inh,GLS inh,BAZ2B block,HP1b chromo inh,ERG Ets-DNA blk,12-LOX inh,JMJD2A Tudor,RGS4 inh
Cc1cc(NC(=O)c2ccccc2)ncc1NC(=O)c1ccco1,25µM*,?,-8%,-13%,18%,4%,?,-11%,2%
CCNC(=S)N1CCN(CCN2C(=O)c3cccc4cccc(c34)C2=O)CC1,9%,9,-2%,-18%,-8%,-2%,9%,-24%,-3%
Cn1c(O)c(N=NC(=O)c2ccccc2O)c2ccccc21,?,-5,?,-30%,?,10%,-2%,?,?
Cc1cc(N2CCN(C)CC2)nc(=S)[nH]1,40µM*,0,-11%,-30%,54%[activator],-11%,2%,-9%,-24%
CCN(CC)c1ccc(CNc2nc3ccccc3n2CCN2CCOCC2)cc1,?,4,37%[activator],?,?,3%,-10%,?,-18%
CC1CC(C)CN(S(=O)(=O)c2cccc(C(=O)N3CCN(c4ccc(F)cc4)CC3)c2)C1 (stereo not drawn),12%[0.501 µM],-1,3%,-10%,22%,-8%,0%,?,-6%
COc1cc(C2CC(=O)N(c3ccc(C)c(Cl)c3)C3=C2C(=O)OC3)cc(OC)c1OC (stereo not drawn),-24%[59 µM],-1,-2%,-35%,12%,-23%,-11%,-9%,4%
COc1cc([N+](=O)[O-])ccc1NC(=O)NNC(=O)c1sccc1C,71µM*,6,24%,-19%,37%,-3%,-15%,-11%,-12%
CC(C)c1ccc(NC(=O)C2CCCN(S(=O)(=O)c3ccc(Br)s3)C2)cc1 (stereo not drawn),5%[59 µM],1,-1%,0%,4%,-1%,-32%,-12%,-1%
O=C(CCN1C(=O)/C(=C/c2cccs2)SC1=S)N1CCCCC1,10µM*,-25,2%,8.9µM*,?,12%,-7%,?,-25%
Cc1ccc(NC(=O)C2CCCN(S(=O)(=O)c3c(C)nn(C)c3C)C2)c(C)c1 (stereo not drawn),9%[59 µM],3,-9%,/,13%,4%,-27%,-23%,5%
S=c1[nH]nc(-c2ccccc2)n1/N=C/c1ccc(Cl)cc1,2.5µM*,3,16µM*,-30%,11%,17%,22µM*,?,-40%
O=C1CC(c2ccccc2)CC(O)=C1C=Nc1ccccc1O (stereo not drawn),29%,0,3%,-30%,41%[activator],-5%,5%,-8%,5%
CC1CN(C(=O)COc2ncnc3ccccc23)CC(C)O1 (stereo not drawn),24%,-9,5%,3%,46%[activator],-5%,0%,11%[11.4 µM],2%[11.4 µM]
Cc1cc2nc(-c3ccc(SCC(=O)Nc4ccc(S(=O)(=O)NC5CC5)cc4)nc3)[nH]c2cc1C,6%,-7,-13%,-20%,26%,31%[activator],-9%,-16%,-53%
O=C1NC(=O)C(=Cc2ccccc2)N1,/,-2,-5%,/,35%,11%,-2%,-12%,8%
O=S1(=O)N=C(N/N=C/c2cccs2)c2ccccc21,16%[59 µM],-4,9%,-8%,49%[activator],1%,49%[activator],-24%,1%
COC(=O)c1c(NC(=O)CSc2nc3ccccc3c(=O)n2Cc2ccco2)sc(C)c1C,-10%,2,3%,-4%,45%[activator],-2%,1%,-7%,-30%
Cc1ccccc1OCC(=O)NCCN1CCCC1,?,-1,11%,?,50%[activator],-12%,2%,-16%,-10%
Cc1cccc(N2CCN(C(=O)c3ccc4c(c3)c(C)c(C)n4C)CC2C)c1 (stereo not drawn),45µM*,-4&1,11%&5%,22µM*,40µM*,12%&2%,-11%&-28%,28µM*,2%&6%
COc1cccc(C(=O)N2CCN(C(=O)COc3ccc4ccccc4c3)CC2)c1,13%,1,0%,-14%,18%,-1%,-33%,-1%,9%
Clc1nc2sccn2c1/C=N/n1cnc2ccccc21,?,-1,-7%,-6%,29%,/,-3%[57.4 µM],0%,14%
Cc1ccc(S(=O)(=O)N2CCC(=O)N2)cc1,?,4,25%,15%,18%,-1%,46%[activator],-9%,10%
CCN1CCN(C(=O)c2cnn3c(C(F)F)cc(-c4ccc(C)cc4)nc23)CC1,-13%[59 µM],3,/,-2%,30%,12%,-3%,-3%,-32%
O=C(Cn1cnnn1)Nc1cccc([N+](=O)[O-])c1,-6%[59 µM],-1,-4%,-18%,15%,6%,-2%,-7%,15%

# 4 compounds already listed, ordered by molecular weight, smallest number first.
SMILES,G9a block,PI4K2A inh,GLS inh,BAZ2B block,HP1b chromo inh,ERG Ets-DNA blk,12-LOX inh,JMJD2A Tudor,RGS4 inh
Cc1cc(N2CCN(C)CC2)nc(=S)[nH]1,40µM*,0,-11%,-30%,54%[activator],-11%,2%,-9%,-24%
Cn1c(O)c(N=NC(=O)c2ccccc2O)c2ccccc21,?,-5,?,-30%,?,10%,-2%,?,?
CCN1CCN(C(=O)c2cnn3c(C(F)F)cc(-c4ccc(C)cc4)nc23)CC1,-13%[59 µM],3,/,-2%,30%,12%,-3%,-3%,-32%
COc1cccc(C(=O)N2CCN(C(=O)COc3ccc4ccccc4c3)CC2)c1,13%,1,0%,-14%,18%,-1%,-33%,-1%,9%

# (more compounds)
SMILES,G9a block,PI4K2A inh,GLS inh,BAZ2B block,HP1b chromo inh,ERG Ets-DNA blk,12-LOX inh,JMJD2A Tudor,RGS4 inh
COc1cc(-c2cc(C(=O)Nc3ccc(C)c(S(=O)(=O)N4CCOCC4)c3)c3ccccc3n2)cc(OC)c1OC,/,8,-17%,/,53%[activator],16%,0%,-10%,-11%
CN(C(=O)CC(=O)Nc1ccc(Cl)c(Cl)c1)c1ccccc1,31%,2,-2%,-1%,56%[activator],8%,-11%,-11%,-1%
O=C(c1ccccc1)c1c[nH]cc1-c1ccccc1,-9%[59 µM],7,1%,8%,21%,1%,0%,-2%,-2%
CSc1cccc(Nc2nc3c(S(=O)(=O)c4ccccc4)nnn3c3ccc(Cl)cc23)c1,13%[59 µM],-3,-4%,2%,22%,-3%,1%,-22%,28%
CC1CC1C(=O)OCC(=O)Nc1ccc(Cl)cn1 (stereo not drawn),/,1,-9%,/,33%,-2%,-19%,-3%,-17%
COc1ccc(NC(=O)CN(C)C(=O)C(Sc2ccccc2)c2ccccc2)cc1 (stereo not drawn),15%[12.7 µM],1,2%,-5%,27%,-9%,60%[activator],-21%,-1%
O=C(COC(=O)c1cccnc1Cl)Nc1nc(-c2ccccc2)cs1,1%[59 µM],-2,-1%,-30%,25%,/,-20%,-18%,-8%
COC(=O)c1ccc(CN=C(NS(=O)(=O)c2ccccc2)c2ccccc2)cc1,/,1,0%,/,24%,-18%,145%[activator],-15%,-11%
CC(=O)Nc1nc2cc3c(cc2s1)OCCO3,/,2,4%,2%,14%,0%,46%[activator],-8%,11%
Cc1ccc(C(=O)NCc2ccco2)cc1S(=O)(=O)Nc1cccc(C)c1C,-77%,-6,-1%,2%,-19%,8%,-27%,-28%,-15%
CCOc1ccccc1NC(=O)c1cc(C(=O)Nc2ccccc2OCC)cc(N2C(=O)CCC2=O)c1,13%,5,2%,-23%,39%,4%,-1%,1%,3%
CC1(C)CC2CC(C)(CN2C(=O)C23CCC(C)(C(=O)C2)C3(C)C)C1 (stereo not drawn),5%[59 µM],3,-9%,9%,39%,133%[activator],-5%,7%,-18%
CN1CCN(c2ccc(S(=O)(=O)N3CCCCC3)cc2N)CC1,?,4,5%,-27%,36%,1%,-18%,3%,-5%
CNC(=O)CSc1nc2ccccc2c(=O)n1C1CCCCC1,8%,2,-3%,-4%,29%,25%,1%,-15%,25%
COc1ccc(NC(=O)CC2C(=O)NC3CCCCC3N2C(=O)c2ccc(F)cc2)cc1 (stereo not drawn),17%,2,-28%,5%,4%,-1%,-10%,-4%,10%
COc1cc(C(=S)NCc2ccccc2)cc(Br)c1O,2.5µM*,3,?,?,7.9µM*,-3%,40µM*,?,-110%
O=S(=O)(c1ccc(F)cc1)c1nc(-c2ccccc2)oc1N1CCOCC1,?,-3,0%,-33%,16%,-10%,?,-21%,-30%
Cn1c(C(=O)NCc2cccs2)cc2oc3ccccc3c21,7%[12.7 µM],2,-10%,3%,7%,1%,173%[activator],-30%,26%
COc1ccc(Sc2ccc(/C=C3\C(=O)NN(c4ccccc4)C3=O)o2)cc1,10µM*,-16,-11%,8.9µM*,-26%,1%,28µM*,?,?
Cc1c(NC(=O)c2cc(-c3ccc(Cl)cc3)on2)c(=O)n(-c2ccccc2)n1C,-3%,0&-2,0%&6%,6%&1%,6%&26%,17%&4%,0%&-17%,?,-7%&12%
CCNC(=S)N/N=C/c1ccc(-c2ccccc2)o1,-7%[59 µM],0,19%,?,-13%,-2%,?,?,12%
O=C(c1ccccc1F)N(NC(=O)C(O)(c1ccccc1)c1ccccc1)c1ccccc1,2%[59 µM],0,16%,-10%,17%,3%,-25%,-12%,15%
Cc1cc(NC(=O)CCN2CCC(C)CC2)ccc1Br,-20%,-3,0%,-13%,34%[activator],7%,0%,-7%,16%
CCOc1ccc(NC(=O)C2CCC(CNS(=O)(=O)c3ccc4c(c3)CCCC(=O)N4)CC2)cc1 (stereo not drawn),8%[59 µM],-3,-5%,2%,43%,-3%,-17%,3%,-17%
Cn1c(CNC(=O)c2ccco2)nnc1SCC(=O)c1ccc(F)cc1,9%,4,12%,-14%,12%[57 µM],2%,10%,-19%,1%
COc1ccccc1NS(=O)(=O)c1cc(NC(=O)c2cc(=O)[nH]c3ccccc23)ccc1N1CCOCC1,0%[12.7 µM],5,8%,-23%,15%,14%,3%,?,-31%

# Screening data from PubChem BioAssay.
